From PubChem
APOBEC3G inh – APOBEC3G (human) deaminase inhibition; 330,000 compounds, 0.28% hits; inhibition, % at 20 µM; recombinant A3G, ssDNA deamination FAM/TAMRA fluorescence;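 active means inhibition of at least 40% at 20 µM, with no more than 30% in the related APOBEC3A deaminase screen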;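 further: plate controls were DMSO wells with A3G for no effect and wells lacking A3G enzyme for full effect; some compounds called inactive have numbers as strong as hits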
CXCR6 block – blocks human CXCR6 beta-arrestin recruitment | 360,000 compounds, 0.36% hits | CHO-K1 PathHunter CXCR6 beta-arrestin, luminescence | inhibition, % at 20 µM; in the data active means inhibition above about 34%, passing the limit was not always enough;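 further: antagonist mode with CXCL16 agonist at 10 nM final; 0% = 10 nM CXCL16 with DMSO and 100% = unstimulated wells without agonist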
Target sequence (O00574 whole entry, looked up): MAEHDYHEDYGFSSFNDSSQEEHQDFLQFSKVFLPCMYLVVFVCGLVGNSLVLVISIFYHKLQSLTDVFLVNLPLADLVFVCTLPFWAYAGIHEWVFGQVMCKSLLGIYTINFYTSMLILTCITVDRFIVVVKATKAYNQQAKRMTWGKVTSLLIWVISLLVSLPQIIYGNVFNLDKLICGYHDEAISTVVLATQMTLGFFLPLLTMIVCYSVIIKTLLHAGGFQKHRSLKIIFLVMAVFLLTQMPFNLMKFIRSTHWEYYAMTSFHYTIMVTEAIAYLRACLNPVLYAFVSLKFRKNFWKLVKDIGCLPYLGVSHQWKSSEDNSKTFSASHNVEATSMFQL
CCR6 antag – CCR6 (human) receptor antagonism; P51684; CHO-K1 CCR6 PathHunter beta-arrestin, luminescence, CCL20-stimulated; inhibition, % at 20 µM; 340,000 compounds, 0.49% hits;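 active means compounds whose inhibition of the agonist-driven luminescence signal at 20 µM reaches about 50%, limit read from the data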;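 further: cells stimulated with CCL20 at 14 nM final; plate controls were DMSO with CCL20 for no effect and DMSO without agonist for full effect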
EBI2 antag – blocks human EBI2 receptor beta-arrestin signaling; P32249; EBI2 beta-arrestin recruitment, luminescence, 7a,25-OHC stimulated; inhibition, % at 5 µM; 360,000 compounds, 0.81% hits; AID 651636; in the data active means inhibition above about 38%;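 further: enzyme fragment complementation signal reports receptor beta-arrestin coupling in cells; 0% = agonist plus DMSO wells and 100% = wells without agonist; some results beyond the cut were filed as inactive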
Target sequence (P32249 whole entry, looked up, the tested form may be a part): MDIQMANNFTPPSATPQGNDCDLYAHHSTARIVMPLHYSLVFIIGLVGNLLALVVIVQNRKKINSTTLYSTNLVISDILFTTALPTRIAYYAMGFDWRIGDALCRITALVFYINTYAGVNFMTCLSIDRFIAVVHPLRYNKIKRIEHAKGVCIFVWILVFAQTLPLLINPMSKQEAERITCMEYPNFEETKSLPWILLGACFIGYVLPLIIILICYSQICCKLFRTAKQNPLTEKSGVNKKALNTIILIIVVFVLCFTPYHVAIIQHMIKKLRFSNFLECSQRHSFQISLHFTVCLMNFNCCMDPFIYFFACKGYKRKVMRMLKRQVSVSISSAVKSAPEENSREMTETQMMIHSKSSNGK
Gli-Sufu block – blocks Gli-Sufu signaling in a luciferase reporter; inhibition, % at 5 µM; Sufu-KO-LIGHT fibroblasts, Gli luciferase reporter luminescence; AID 588413; 340,000 compounds, 0.74% hits;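 active means inhibition above about 55%, limit read from the data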;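 further: 0% = DMSO-treated cells and 100% = wells with medium but no cells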
MPTP block – inhibitors of mitochondrial permeability transition pore. isolated mouse mitochondria, Ca2+ swelling absorbance, 30 min. inhibition, % at 10 µM. 360,000 compounds, 1.4% hits. AID 602449;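 active means inhibition of 50% or more, scaled per plate between neutral and stimulator controls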;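 further: 0% = DMSO wells given calcium and 100% = 1 mM EGTA wells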
NR3A LBD binder – modulates the human NR3A ligand-binding domain. NR3A LBD differential scanning fluorimetry, Tm shift; 0% = protein alone, 100% = glycine-bound protein. Tm shift relative to glycine control, % at 25 µM. 340,000 compounds, 2.5% hits;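 active means melting temperature shift of at least 10% of the positive control shift, at one fixed dose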
A3A deaminase – human APOBEC3A DNA deaminase inhibition; P31941; recombinant A3A, FAM/TAMRA ssDNA deamination fluorescence; inhibition, % at 20 µM; 330,000 compounds, 0.41% hits;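 active means at least 40% inhibition at 20 µM here, with at most 30% in a related deaminase screen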;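 further: plate controls were A3A with DMSO for no effect and wells lacking A3A enzyme for full effect; some results filed as inactive read as strong as hits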
Target sequence (P31941 whole entry, looked up): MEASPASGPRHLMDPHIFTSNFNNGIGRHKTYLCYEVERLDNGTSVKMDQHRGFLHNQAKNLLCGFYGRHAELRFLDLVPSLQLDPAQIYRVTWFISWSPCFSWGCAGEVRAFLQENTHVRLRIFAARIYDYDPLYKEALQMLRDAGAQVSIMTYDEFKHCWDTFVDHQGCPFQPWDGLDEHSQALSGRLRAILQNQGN
* marks the source's active call; other numbers are inactive results; . = not tested or not shown.

no.	SMILES	APOBEC3G inh	CXCR6 block	CCR6 antag	EBI2 antag
1	Cc1cc(C)c(CN2CCN(C(=O)Cn3cnc4c(OCc5ccccc5)ncnc43)CC2)c(C)c1	-4	5	6	8
2	CCC(=O)Nc1ccc(C(=O)NNC(=O)c2cc([N+](=O)[O-])cc([N+](=O)[O-])c2)cc1	3	-1	16	-8
3	CCc1nc2ccccc2n1Cc1cc(=O)n2cc(C)ccc2n1	-5	0	11	-7
4	COc1cccc(C(=O)Nc2ccc(NC(=O)c3ccco3)c(Cl)c2)c1	-9	4	2	11
5	Oc1ccc(C2C=C(c3ccc(F)cc3)Nc3ncnn32)cc1 (stereo not given)	.	1	1	4
6	Cc1nn(S(=O)(=O)c2ccc([N+](=O)[O-])cc2)c(C)c1Sc1ccccc1	-2	6	-17	-4
7	Cc1cccc(NC2=C(NC(=O)c3ccccc3)C(=O)c3ccccc3C2=O)c1	-6	1	6	2
8	O=C(NCCc1ccccc1)c1cnc2n(c1=O)CCS2	10	5	6	1
9	COc1ccccc1-c1cc(C(=O)NCCc2ccccc2)no1	-3	3	13	4
10	Cc1ccccc1C1c2[nH]c3ccccc3c2CCN1CCCn1cccn1 (stereo not given)	-3	7	11	12

no.	Gli-Sufu block	MPTP block	NR3A LBD binder	A3A deaminase
1	46	67*	0	-3
2	1	-0.8	0	0
3	3	5.6	-1	-2
4	-12	2.9	8	-3
5	2	2.1	1	.
6	36	-0.2	-5	2
7	11	4.6	19*	1
8	-55	-0.5	-3	5
9	-28	0.7	1	-3
10	-7	0.7	-1	2

The list continues.
no.	SMILES	APOBEC3G inh	CXCR6 block	CCR6 antag	EBI2 antag
11	CCOC(=O)c1sc2c(c1C)C(c1cccs1)C1=C(CCCC1=O)N2 (stereo not given)	-3	1	12	2
12	Cc1nnc(N/N=C/c2ccc([N+](=O)[O-])cc2)n1N	-8	1	4	-3
13	Cc1c(C(=O)N2CCCCCC2)c(S(=O)(=O)Nc2ccc(F)cc2)c(C)n1C	-3	2	13	0
14	COc1ccc(N(C)S(=O)(=O)c2c(C)[nH]c(=O)[nH]c2=O)c(OC)c1	-5	0	-5	-10
15	CCC/C(O)=C1\C(=O)CCCC1=NCCc1c(C)[nH]c2ccccc12	-1	-3	11	-3
16	CC(=O)Nc1ccc(OCC(O)Cn2nc(C)c(C)c2C)cc1 (stereo not given)	-7	2	-1	-17
17	O=S(=O)(Nc1ccc2nc(-c3ccco3)[nH]c2c1)c1ccccc1	1	-15	-7	5
18	Cc1onc(-c2c(Cl)cccc2Cl)c1C(=O)Nc1nc(C(C)(C)C)cs1	-8	3	17	4
19	CC(C)c1ccc(NC(=O)c2ccc(Br)o2)cc1	-5	4	8	0
20	CC(=O)C[C@H](O)CC(=O)[C@@H]1OC(=O)CCCCCCc2ccccc21	-1	0	11	-11

no.	Gli-Sufu block	MPTP block	NR3A LBD binder	A3A deaminase
11	10	-1.1	-9	0
12	4	1.8	0	2
13	-18	-0.1	0	-2
14	5	0.0	-1	-4
15	-1	1.2	-1	4
16	-4	-0.1	0	-7
17	-42	1.2	0	1
18	4	0.9	-10	-4
19	-92	6.7	-2	0
20	-16	-1.0	1	3

Next section.
no.	SMILES	APOBEC3G inh	CXCR6 block	CCR6 antag	EBI2 antag
21	CCOc1ccccc1C(=O)N1CCCCC1C (stereo not given)	-4	0	-6	-14
22	CC(C)CNc1ncnc2c1cnn2Cc1ccc(Cl)cc1	-7	-4	-1	1
23	CCSc1nnc(-c2ccccc2NC(=O)CC)c(=O)[nH]1	-5	8	2	-2
24	Cc1ccc(C(=O)NCc2ccc3c(c2)OCO3)c(C)c1	-8	-1	10	-10
25	COc1cccc(NC(=O)C(=O)NCCCN2CCCC2=O)c1	2	-1	1	-9
26	CCN(CC)C(=O)Cn1cc(C(=O)C(=O)N2CCN(c3ccc(OC)cc3)CC2)c2ccccc21	3	3	19	-7
27	CCn1cc(Br)c(C(=O)Nc2ccc(OC)cc2)n1	-7	-3	0	5
28	CCS(=O)(=O)n1nc(-c2ccccc2)nc1SC	0	-5	-20	-13
29	Cc1ccc(NC(=O)N2CCCC2C(=O)NCc2cccs2)cc1 (stereo not given)	0	2	1	-4
30	O=c1[nH]cncc1OCc1ccccc1	.	-2	-4	4

no.	Gli-Sufu block	MPTP block	NR3A LBD binder	A3A deaminase
21	-6	0.0	-1	-3
22	3	2.3	-2	-1
23	-20	-0.2	3	2
24	-25	0.2	-1	-4
25	-44	0.1	-1	-1
26	-15	0.0	2	0
27	-21	-2.1	-1	0
28	-12	0.1	1	8
29	-1	-0.6	-1	0
30	9	-1.3	1	.

Next results
no.	SMILES	APOBEC3G inh	CXCR6 block	CCR6 antag	EBI2 antag
31	CSc1nsc(SCC(=O)Nc2ccccc2)n1	-5	4	12	-8
32	CC(=O)Nc1cccc(S(C)(=O)=O)c1	2	-6	-11	-15
33	O=C(Cn1ncc2c3ccccc3n(Cc3ccccc3)c2c1=O)NC1CCCC1	-2	-2	18	8
34	O=C(Nc1ccccc1Cl)NC1(C(=O)N2CCCC2)CCCCC1	-8	6	-1	1
35	CN(CC(=O)Nc1ccc(F)c(F)c1)S(=O)(=O)c1cccc2cccnc12	-3	6	11	-9
36	O=S(=O)(c1ccccc1)N1N=C(c2ccccc2)CC1c1ccccc1 (stereo not given)	-1	8	10	7
37	CC(C)NC(=O)C1CC(=O)N(c2ccc(F)c(Cl)c2)C1 (stereo not given)	0	4	-20	16
38	O=C1N(Cc2cccnc2)C[C@@H]2C[C@@H](c3ccc(-c4ccccc4)cc3)N3CCC[C@@]123	-3	3	7	-2
39	CCN(C[C@H]1N[C@@](Cc2ccccc2)(C(=O)OC)[C@H]2C(=O)N(Cc3ccccc3)C(=O)[C@@H]12)C(=O)NC(C)C	3	4	1	1
40	Cc1cc(C)cc(OC(=O)N2CCOCC2)c1	-4	-4	10	-2

no.	Gli-Sufu block	MPTP block	NR3A LBD binder	A3A deaminase
31	-6	0.0	-8	-2
32	-11	16	-7	3
33	-9	-1.7	-8	-2
34	2	-0.8	-1	-4
35	10	-1.5	1	0
36	24	-0.1	0	1
37	-5	-0.7	1	-1
38	24	-1.3	-3	-1
39	0	-0.6	1	1
40	-6	-1.4	2	-2

Whole records as entered above. Values in the order: APOBEC3G inh, CXCR6 block, CCR6 antag, EBI2 antag, Gli-Sufu block, MPTP block, NR3A LBD binder, A3A deaminase
`CN(CC(=O)Nc1ccc(F)c(F)c1)S(=O)(=O)c1cccc2cccnc12` across the screens: -3, 6, 11, -9, 10, -1.5, 1, 0
`CC(C)NC(=O)C1CC(=O)N(c2ccc(F)c(Cl)c2)C1` (stereo not given) across the screens: 0, 4, -20, 16, -5, -0.7, 1, -1
`CCN(C[C@H]1N[C@@](Cc2ccccc2)(C(=O)OC)[C@H]2C(=O)N(Cc3ccccc3)C(=O)[C@@H]12)C(=O)NC(C)C` across the screens: 3, 4, 1, 1, 0, -0.6, 1, 1
`O=C1N(Cc2cccnc2)C[C@@H]2C[C@@H](c3ccc(-c4ccccc4)cc3)N3CCC[C@@]123` across the screens: -3, 3, 7, -2, 24, -1.3, -3, -1
`O=C(Nc1ccccc1Cl)NC1(C(=O)N2CCCC2)CCCCC1` across the screens: -8, 6, -1, 1, 2, -0.8, -1, -4

(next part)
no.	SMILES	APOBEC3G inh	CXCR6 block	CCR6 antag	EBI2 antag
41	CCc1cc(-c2ccc3c(c2)COc2c4ccccc4nn2-3)on1	-11	-12	6	25
42	CC(Oc1cccc(Cl)c1)C(=O)NCCCCc1ccccc1 (stereo not given)	-7	6	10	7
43	CCc1cc(=O)oc2cc(C)cc(OC(C)C(=O)NCCCN3CCOCC3)c12 (stereo not given)	-4	7	2	11
44	O=C(Nc1ccccc1)Nc1nnc(Cc2ccc([N+](=O)[O-])cc2)s1	-8	7	8	0
45	COc1ccc(N2CCN(C(=O)[C@@H](NC(=O)c3ccccc3Cl)C(C)C)CC2)cc1	-9	-2	8	2
46	Cc1c(C(=O)Nc2ccc(F)cc2)oc2ccc(S(=O)(=O)N3CCCC3)cc12	-9	-3	-1	-7
47	CCOc1ccc(C(=O)CN2CCN(S(=O)(=O)c3ccc(OC)cc3)CC2)cc1	-1	1	25	9
48	O=C(Nc1cccc(Cl)c1)OCCOCCOC(=O)Nc1cccc(Cl)c1	.	-2	7	8
49	COCCN(C(=O)Nc1ccccc1)c1ccccc1	-5	2	20	-11
50	CCOC(=O)c1c(N)sc2c(OC)c(Br)ccc12	2	4	-9	3

no.	Gli-Sufu block	MPTP block	NR3A LBD binder	A3A deaminase
41	-127	-0.2	7	-2
42	-5	0.3	2	-4
43	-29	0.3	0	-4
44	-2	93*	16*	-3
45	12	0.1	0	-4
46	6	-0.4	-11	-3
47	0	-1.8	1	-3
48	3	0.9	36*	.
49	4	-1.2	2	2
50	-7	-1.5	-6	3

The list continues:
no.	SMILES	APOBEC3G inh	CXCR6 block	CCR6 antag	EBI2 antag
51	O=C(NCCN1CCOCC1)C1CCC(=O)N1Cc1ccc(F)cc1 (stereo not given)	-2	0	-10	-12
52	COc1ccc(CC(=O)Nc2ccc(N3CCN(c4ccc(OC)cc4)CC3)c(C#N)c2)cc1	-7	2	7	15
53	C=CCOc1c(Cl)cc(CNCCCN2CCOCC2)cc1OC	-9	3	0	3
54	CCN(Cc1ccccc1)S(=O)(=O)c1c[nH]c(C(=O)OC)c1	-3	2	12	1
55	Cc1nnc(SCC(=O)c2ccccc2)n1Cc1ccccc1	-11	6	5	-2
56	CCOC(=O)C1CCN(C(=O)c2ccc(OC)cc2OC)CC1	0	1	-3	-2
57	O=C(COC(=O)c1cc(Br)ccc1O)c1ccc(F)cc1	-3	6	-5	-12
58	O=C(OCc1nnc(-c2ccccc2)o1)c1ccco1	-2	5	3	-13
59	O=C(OCC(=O)N1CCCc2ccccc21)c1cncc(Br)c1	1	1	10	3
60	O=C(NC1CC1)c1cc(Cl)ccc1[N+](=O)[O-]	-4	-13	-14	-12

no.	Gli-Sufu block	MPTP block	NR3A LBD binder	A3A deaminase
51	-4	-2.6	2	1
52	29	-1.7	-2	-5
53	6	0.7	0	6
54	2	-1.1	0	1
55	-1	-6.8	0	1
56	0	-0.4	-8	-1
57	-5	0.2	0	-1
58	4	3.1	0	-1
59	21	-0.9	-1	1
60	1	0.8	2	-1

Excerpt: compounds 59 to 60
no.	SMILES	APOBEC3G inh	CXCR6 block	CCR6 antag	EBI2 antag
59	O=C(OCC(=O)N1CCCc2ccccc21)c1cncc(Br)c1	1	1	10	3
60	O=C(NC1CC1)c1cc(Cl)ccc1[N+](=O)[O-]	-4	-13	-14	-12

no.	Gli-Sufu block	MPTP block	NR3A LBD binder	A3A deaminase
59	21	-0.9	-1	1
60	1	0.8	2	-1

Other results
no.	SMILES	APOBEC3G inh	CXCR6 block	CCR6 antag	EBI2 antag
61	CCN(CC)S(=O)(=O)c1ccc2[nH]c(=O)cc(C(=O)NCC(c3ccco3)N3CCCC3)c2c1 (stereo not given)	-4	3	1	0
62	CCOc1cc(NC(=S)NCCCN2CCOCC2)c(OCC)cc1NC(=O)c1ccco1	-10	-4	4	9
63	Cc1oc(-c2ccccc2)nc1C(=O)OCC(=O)NCc1ccc(Cl)cc1	-5	9	13	-8
64	Cc1nccn1CC(=O)O	-3	.	0	.
65	CCOC(=O)N1CCN(c2c(NCCCN3CCCC(C)C3)c(=O)c2=O)CC1 (stereo not given)	-7	-13	6	-1
66	COc1ccc(OC)c(NC(=O)c2ccc(OCC(=O)N3CCOCC3)c(OC)c2)c1	-7	-5	-4	0
67	CCCC(=O)N(CCN1CCOCC1)c1nc2c(OC)ccc(OC)c2s1	-6	0	18	10
68	O=C1NCCOC(=O)[C@H](Cc2ccc(F)cc2)C/C=C\C[C@H]1CC(=O)N(CCO)Cc1ccccc1	-6	-8	-12	-6
69	COc1ccc(S(=O)(=O)N2CCc3ccccc3C2)cc1C(=O)O	-9	9	2	-18

no.	Gli-Sufu block	MPTP block	NR3A LBD binder	A3A deaminase
61	1	-1.2	2	1
62	13	-2.6	0	-4
63	3	0.0	-3	-2
64	-1	.	2	2
65	-7	-1.1	0	-1
66	0	-1.7	22*	6
67	-4	-0.1	-1	-4
68	-1	1.5	1	-2
69	-11	-0.5	1	-3
